# Screening results deposited in PubChem by Broad Institute.
# PvdQ acylase: P. aeruginosa PvdQ acylase inhibition. AID 488965. inhibition, % at 10 µM. actives 0.063% (n = 340,000). purified PvdQ acylase, fluorescence plate reader; in the data active = inhibition above about 30%, passing the limit was not always enough;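 note: 0% = vehicle neutral wells and 100% = reference inhibitor wells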
# SR-BI uptake up: activators of SR-BI mediated HDL lipid uptake; actives 0.096% (n = 320,000); activation, % at 12.5 µM; CHO ldlA[mSR-BI] cells, DiI-HDL uptake fluorescence, 3 h; 100 = double the neutral-control signal;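 active = mean replicate activation of at least 60% and every replicate at or above 60%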;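 note: 0% = median plate neutral-control signal and 100% = twice that signal; values of inactives mirror those of a sister screen read the other way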
#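 System: LDL receptor-deficient CHO ldlA cells overexpressing murine SR-BI | Timing: 3 h uptake period with compound, 37 °C | Medium: HEPES-buffered (25 mM, pH 7.4) F12 plus 0.5% BSA | Dosing: Single-point compound dose | Signal: Bottom-read fluorescence, 550/595 nm | Read-out: Retained DiI signal reflecting DiI-HDL uptake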
# SR-BI HDL uptake: mouse SR-BI HDL lipid transfer inhibition; ldlA[mSR-BI] CHO cells, DiI-HDL uptake fluorescence, 3 h; inhibition, % at 12.5 µM; actives 0.96% (n = 320,000);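 active = mean replicate inhibition of at least 70% and a set share of replicates each scoring 70 or more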;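 note: 0% = median of neutral control wells and 100% = median of positive control wells; values of inactives mirror those of a sister screen read the other way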
# PfHsp90 yeast 2: reduces growth (ATP signal) of yeast expressing P. falciparum Hsp90; S. cerevisiae expressing PfHsp90, BacTiter-Glo ATP, 48 h; yeast lacking PDR1 and PDR3 efflux regulators; inhibition, % at 9.4 µM; actives 0.32% (n = 310,000); AID 504621;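 active = every replicate shows inhibition above about 80%, whatever the replicate mean, limit read from the data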;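 note: 0% = DMSO neutral controls and 100% = 20 µM radicicol positive controls; yeast relying on Plasmodium falciparum Hsp90 in place of its own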
# CAL PDZ FP-1: human CAL PDZ-peptide interaction inhibition. AID 504414. inhibition, % at 20 µM. actives 0.02% (n = 330,000). Q9HD26. purified CAL PDZ, TMR-peptide fluorescence polarization, 1 h;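 active = highest replicate inhibition of at least 40%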;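 note: plate controls were DMSO neutral control wells for no effect and unlabeled competitor peptide control wells for full effect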
#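 Test system: purified CerCALP PDZ construct; Compound dosing: one concentration, 20 µM compound; Also added: TMR-labelled reporter peptide T*-PRC34 bound in PDZ groove; Read-out: inhibition from polarization loss; Controls: unlabelled peptide and DMSO controls; Signal: FP readout, S and P plane fluorescence; Incubation: 1 h at RT.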
# NSD2 inh: inhibitors of human histone methyltransferase NSD2. O96028. NSD2 peptide methylation, AlphaScreen, 120 min. inhibition, % at 12.5 µM. actives 0.54% (n = 310,000); in the data active = inhibition above about 50%
# MITF act: MITF TRPM1 promoter activation in melanoma cells; SK-MEL-5 TRPM1-promoter luciferase, 24 h; % of positive control, neutral wells = 0; activation, % at 12.5 µM; actives 0.75% (n = 300,000); AID 588334;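 active = mean activation of at least 80% with every replicate also reaching 80%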;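 note: 0% = neutral control wells and 100% = parthenolide positive control wells; values of inactives mirror those of a sister screen read the other way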
# CAL PDZ FP-2: inhibitors of human CAL PDZ peptide binding; purified CAL PDZ, TMR-peptide fluorescence polarization, 1 h; inhibition, % at 24.9 µM; actives 0.92% (n = 300,000); Q9HD26; AID 602252;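 active = mean inhibition of at least 30% with at least half of replicates also reaching 30%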;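 note: 0% = DMSO neutral control and 100% = excess unlabeled competitor peptide PRC23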
# dFosB act: mouse delta FosB homodimer activation. actives 0.99% (n = 340,000). purified delta FosB, TAMRA-CDK5 oligo fluorescence polarization; percent of positive-control signal above neutral wells. activation, % at 25 µM. P13346;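 active = mean activation above about 17%, with every replicate also reaching it, limit read from the data, passing the limit was not always enough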;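 note: fluorescence polarization rise as delta FosB binds a TAMRA Cdk5 AP-1 oligo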
# Target sequence (P13346 whole entry, looked up): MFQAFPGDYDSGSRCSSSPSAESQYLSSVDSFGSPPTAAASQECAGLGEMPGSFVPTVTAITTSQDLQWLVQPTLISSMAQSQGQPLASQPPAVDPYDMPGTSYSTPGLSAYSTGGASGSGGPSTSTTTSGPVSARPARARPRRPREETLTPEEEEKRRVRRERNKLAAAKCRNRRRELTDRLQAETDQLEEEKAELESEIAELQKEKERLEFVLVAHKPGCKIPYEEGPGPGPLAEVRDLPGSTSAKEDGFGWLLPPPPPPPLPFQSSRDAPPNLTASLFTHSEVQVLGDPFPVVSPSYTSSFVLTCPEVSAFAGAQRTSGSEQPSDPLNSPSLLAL
# Rtt109 Vps75: C. albicans Rtt109 histone acetyltransferase inhibition; Q5AAJ8; purified Rtt109/Vps75, ThioGlo CoA-SH fluorescence, 4 h; inhibition, % at 34.9 µM; actives 0.16% (n = 330,000);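 active = inhibition of at least 50% in every replicate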
# Target sequence (Q5AAJ8 whole entry, looked up): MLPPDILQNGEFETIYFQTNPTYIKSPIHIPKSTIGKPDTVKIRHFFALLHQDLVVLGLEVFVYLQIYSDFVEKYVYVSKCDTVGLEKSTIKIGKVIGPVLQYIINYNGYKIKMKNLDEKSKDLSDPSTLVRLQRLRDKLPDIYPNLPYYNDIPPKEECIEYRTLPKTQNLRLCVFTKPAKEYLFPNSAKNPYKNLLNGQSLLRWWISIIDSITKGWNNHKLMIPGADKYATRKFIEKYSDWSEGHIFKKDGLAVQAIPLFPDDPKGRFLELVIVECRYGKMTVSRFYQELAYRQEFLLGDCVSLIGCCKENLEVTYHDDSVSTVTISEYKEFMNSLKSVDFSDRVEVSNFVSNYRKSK
# * = called active by the depositor; nt = no result given.
# Order of results: MITF act	CAL PDZ FP-2	dFosB act	PfHsp90 yeast 2	SR-BI HDL uptake	NSD2 inh	Rtt109 Vps75	PvdQ acylase	SR-BI uptake up	CAL PDZ FP-1
(1) O=C(NCCCl)Nc1cc([N+](=O)[O-])ccc1Cl
→ 1	-4	-5	14	-8	-1	10	-13	8	-2.1
(2) Cc1nonc1OCCNCc1c(C(=O)N2CCCCCCC2)nc2ccc(Cl)cn12
→ -3	-7	-8	nt	-4	-2	-4	-18	4	-2.9
(3) Cc1ccc(NC(=O)CN(Cc2ccccc2)S(C)(=O)=O)cc1C
→ -5	1	-5	22	13	-2	8	-7	-13	-0.2
(4) COc1ccc(CC(=O)N2CC3(C)CC2CC(C)(C)C3)cc1 (configuration not stated)
→ 13	-3	-3	-22	-3	1	6	-13	3	-1.8
(5) O=C(NCCc1ccccc1F)C(=O)Nc1nccs1
→ 24	-2	3	2	-14	-2	-2	3	14	-0.6
(6) Cc1ccc(CC(=O)Nc2ccccc2N2CCOCC2)cc1C
→ -2	-3	-2	-10	19	2	11	-13	-19	0.3
(7) CC1CN(S(=O)(=O)c2cccc(C(=O)N(C)C3CCN(C)CC3)c2)CC(C)O1 (configuration not stated)
→ 6	6	-5	nt	-19	2	-23	-10	19	-3.7
(8) O=C(Cc1ccc(NS(=O)(=O)c2ccc(Cl)c(Cl)c2)cc1)NCCN1CCOCC1
→ 3	nt	-9	8	-37	3	-3	-2	37	-1.2
(9) CC(C)(C)C(=O)CN1C(=O)NC(C)(Cc2ccc3c(c2)OCO3)C1=O (configuration not stated)
→ 7	-3	2	3	4	1	-15	14	-4	-2.2
(10) CN1CCC(=C2c3ccccc3C=Cc3ccccc32)CC1
→ 13	4	-13	14	-2	nt	6	-7	20	-1.0
(11) Cc1ccc(C)c(Cn2c(C)nc3c(sc(=S)n3-c3ccccc3)c2=O)c1
→ -12	-1	4	-31	36	nt	3	-2	-36	-5.3
(12) CCn1c(Cc2ccccc2)nnc1SCc1nc2ccccc2c(=O)[nH]1
→ -4	-2	-4	11	-4	21	-5	-12	4	-1.0
(13) COc1ccccc1Oc1ccc2c(c1)C(=O)N(CC(=O)O)C2=O
→ -2	0	-1	2	-20	1	-10	-1	20	0.0
(14) O=C(CCCN1C(=O)/C(=C\c2cccs2)SC1=S)Nc1cccc(C(=O)O)c1
→ -3	-1	-12	-8	-1	14	8	-20	1	-1.9
(15) Cc1ccc(C(=O)NCCC(=O)N2CCC3(CC2)NCCc2[nH]cnc23)cc1C
→ 12	1	-2	14	-10	11	-5	-8	10	-1.9
(16) CC(=O)Nc1cccc(/C(C)=N/NC(=O)c2ccc(Cl)cc2Cl)c1
→ 32	nt	-5	1	-14	2	3	-10	14	-0.4
(17) CCOc1ccc(-c2nnn(CC(=O)c3ccc4c(c3)OCCO4)n2)cc1OCC
→ 10	-2	0	-20	-6	-3	-2	-12	6	-0.1
(18) COc1ccc(N2C(=O)CC(c3ccc([N+](=O)[O-])cc3)C2=O)cc1 (configuration not stated)
→ -3	1	-10	33	nt	21	2	-10	nt	0.0
(19) CCOc1ccccc1C=Nc1ccccc1C(=O)Nc1ccccc1
→ -4	-4	4	3	9	-2	9	-9	-9	-0.9
(20) CC(=O)NCCNc1ccc([N+](=O)[O-])cn1
→ -2	-4	-2	-4	0	0	-3	-8	0	-1.0
(21) COc1ccc(NC(=O)CC(=O)Nc2ccc(OC)cc2)cc1
→ nt	-4	-5	9	12	-1	11	13	-12	0.9
(22) Cc1ccc(C(=O)/C=C2\NCC(C)NC2=O)cc1 (configuration not stated)
→ -8	-1	0	-12	-13	0	13	1	13	-0.5
(23) CCOC(=O)c1c(-c2ccccc2)csc1NC(=O)c1ccc(S(=O)(=O)N2CCOCC2)cc1
→ 14	-1	-7	nt	40	-3	-12	-6	-40	-2.1
(24) CCOC(=O)C1(CC2CCCCO2)CCN(S(=O)(=O)c2c(C)nn(C)c2C)CC1 (configuration not stated)
→ 15	nt	-7	-12	-20	-2	-11	-1	20	-1.2
(25) Cc1[nH]c2ccccc2c1C(=O)CSc1nccc(=O)[nH]1
→ -15	-2	7	-2	-25	nt	5	-4	25	-1.5
(26) N#C/C(=C\c1c(Cl)cccc1Cl)c1nc2ccccc2[nH]1
→ -6	-8	-8	-12	26	-1	8	4	-26	-3.6
(27) CCc1c(C)nc2ncnn2c1N1CCCC(C(=O)Nc2cc(F)ccc2C)C1 (configuration not stated)
→ nt	5	-2	5	-20	1	18	4	20	-0.5
(28) O=C(CN1c2ccccc2Sc2ccccc21)N/N=C/c1ccc([N+](=O)[O-])cc1
→ nt	nt	-17	-2	16	-3	5	10	-16	0.5
(29) OCc1ccccc1N=Cc1cccnc1
→ -10	-3	-2	-10	nt	0	-7	-6	nt	-1.7
(30) NC(=O)c1cc([N+](=O)[O-])ccc1NCCc1ccccc1
→ 28	-3	0	-34	26	2	-2	-6	-26	-1.2
(31) Cc1cc(NC(=O)CCC2CCCCC2)no1
→ nt	-2	-9	7	9	2	26	11	-9	-4.2
(32) COc1cc(S(=O)(=O)NCc2ccc3c(c2)OCO3)ccc1F
→ 0	-3	0	-13	-10	0	nt	-3	10	-0.8
(33) CC(C)(C)C(=O)NCC12C=CC(O1)C1C(=O)N(c3ccccc3)C(=O)C12 (configuration not stated)
→ -3	-1	3	104*	5	1	-1	-7	-5	-2.0
(34) O=C(Nc1ccc2c(c1)OCO2)C1CCN(S(=O)(=O)Cc2ccccc2)CC1
→ 0	-9	-5	-37	-15	0	-12	-10	15	nt
(35) c1cnc2c(Oc3ncnc4sccc34)cccc2c1
→ 6	-6	-3	2	-14	-2	nt	2	14	-0.8
(36) CN(C(=O)c1ccc2c(c1)CCN2S(C)(=O)=O)c1ccccc1
→ -3	2	3	-17	20	2	0	-15	-20	-1.2
(37) COc1ccc(COC(=O)c2c(C)nn(-c3ccccc3)c2Cl)cc1
→ 19	-3	-6	-7	32	-8	-2	-13	-32	-2.6
(38) COC(=O)c1ccc(-n2c(C)cc(C(=O)CSc3ccc(NC(C)=O)cc3)c2C)cc1
→ 0	-4	-18	5	2	1	1	-7	-2	-0.9
(39) CC1CCc2nc(NC(=O)c3ccc(N4C(=O)CCC4=O)cc3)sc2C1 (configuration not stated)
→ 0	-2	-5	11	61	-1	-32	-7	-61	-2.6
(40) COc1cccc(NC(=O)C2Cc3ccccc3CN2C(=O)c2ccco2)c1 (configuration not stated)
→ 5	nt	-9	3	nt	2	6	-8	nt	-0.8

# Given with the structure last: 13 of the compounds above.
nr	MITF act	CAL PDZ FP-2	dFosB act	PfHsp90 yeast 2	SR-BI HDL uptake	NSD2 inh	Rtt109 Vps75	PvdQ acylase	SR-BI uptake up	CAL PDZ FP-1	compound
27	nt	5	-2	5	-20	1	18	4	20	-0.5	CCc1c(C)nc2ncnn2c1N1CCCC(C(=O)Nc2cc(F)ccc2C)C1 (configuration not stated)
28	nt	nt	-17	-2	16	-3	5	10	-16	0.5	O=C(CN1c2ccccc2Sc2ccccc21)N/N=C/c1ccc([N+](=O)[O-])cc1
29	-10	-3	-2	-10	nt	0	-7	-6	nt	-1.7	OCc1ccccc1N=Cc1cccnc1
30	28	-3	0	-34	26	2	-2	-6	-26	-1.2	NC(=O)c1cc([N+](=O)[O-])ccc1NCCc1ccccc1
31	nt	-2	-9	7	9	2	26	11	-9	-4.2	Cc1cc(NC(=O)CCC2CCCCC2)no1
32	0	-3	0	-13	-10	0	nt	-3	10	-0.8	COc1cc(S(=O)(=O)NCc2ccc3c(c2)OCO3)ccc1F
33	-3	-1	3	104*	5	1	-1	-7	-5	-2.0	CC(C)(C)C(=O)NCC12C=CC(O1)C1C(=O)N(c3ccccc3)C(=O)C12 (configuration not stated)
34	0	-9	-5	-37	-15	0	-12	-10	15	nt	O=C(Nc1ccc2c(c1)OCO2)C1CCN(S(=O)(=O)Cc2ccccc2)CC1
35	6	-6	-3	2	-14	-2	nt	2	14	-0.8	c1cnc2c(Oc3ncnc4sccc34)cccc2c1
36	-3	2	3	-17	20	2	0	-15	-20	-1.2	CN(C(=O)c1ccc2c(c1)CCN2S(C)(=O)=O)c1ccccc1
37	19	-3	-6	-7	32	-8	-2	-13	-32	-2.6	COc1ccc(COC(=O)c2c(C)nn(-c3ccccc3)c2Cl)cc1
38	0	-4	-18	5	2	1	1	-7	-2	-0.9	COC(=O)c1ccc(-n2c(C)cc(C(=O)CSc3ccc(NC(C)=O)cc3)c2C)cc1
39	0	-2	-5	11	61	-1	-32	-7	-61	-2.6	CC1CCc2nc(NC(=O)c3ccc(N4C(=O)CCC4=O)cc3)sc2C1 (configuration not stated)

# Next records
# Order of results: MITF act	CAL PDZ FP-2	dFosB act	PfHsp90 yeast 2	SR-BI HDL uptake	NSD2 inh	Rtt109 Vps75	PvdQ acylase	SR-BI uptake up	CAL PDZ FP-1
(41) CCC1CCCCN1C(=O)COc1c(Br)cc(Br)c2cccnc12 (configuration not stated)
→ -20	4	-4	-23	29	-3	17	7	-29	-4.3
(42) O=C(NNC(=O)C12CC3CC(CC(O)(C3)C1)C2)c1csc(N2CCOCC2)n1
→ 16	-2	-5	22	-8	-2	-1	-2	8	-0.8
(43) CC(=O)Nc1cc(C(=O)N2CCc3ccccc3C2)ccc1Sc1ccc(F)cc1
→ 2	-10	-15	-17	-15	-2	-6	-19	15	-2.8
(44) CCCS(=O)(=O)N1CCCC(C(=O)N2CCN(c3ccccn3)CC2)C1 (configuration not stated)
→ -5	-2	0	9	-14	2	16	-14	14	nt
(45) O=C(OCC(=O)N1CCN(c2ccccc2)CC1)c1cccc(Cl)c1
→ 4	-8	2	-13	-1	2	-1	0	1	-0.1
(46) Nc1ccn(C2CCCO2)c(=O)n1 (configuration not stated)
→ 7	-2	0	-7	-11	-3	8	-5	11	-1.0
(47) CC(C)C[C@H](NC(=O)c1nc[nH]c1C(=O)N[C@@H](CCCCNC(=O)OC(C)(C)C)C(=O)OC(C)(C)C)C(=O)OC(C)(C)C
→ -14	-3	0	13	3	nt	7	9	-3	-3.2
